# Screening data from PubChem BioAssay.
# zVAD death inh: blocks zVAD induced death of L929 cells; L929 zVAD necroptosis rescue, ATP luminescence, 24 h; with zVAD 60 µM; viability rescue, % at 10 µM; 220,000 tested, 0.38% active;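 active = activation, scaled between plate controls, above about 75%, limit read from the data; inactive = activation under that limit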;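 also: 0% = zVAD with DMSO and 100% = DMSO alone without zVAD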
# MDM2 E3 inh: blocks human Mdm2 ubiquitin ligase activity | signal enhancement, % at 5 µM | cell-based MDM2 ubiquitination luciferase reporter, 2 h; 0 = plate control, 100 = twice control, blank-subtracted | 210,000 tested, 0.11% active;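 active = signal enhancement of 30% or more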;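 also: luminescence tracks abundance of the self-degrading MDM2-luciferase fusion protein; higher signal means inhibition of MDM2 E3 ligase activity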
# Target sequence (Q00987 whole entry, looked up, the tested form may be a part): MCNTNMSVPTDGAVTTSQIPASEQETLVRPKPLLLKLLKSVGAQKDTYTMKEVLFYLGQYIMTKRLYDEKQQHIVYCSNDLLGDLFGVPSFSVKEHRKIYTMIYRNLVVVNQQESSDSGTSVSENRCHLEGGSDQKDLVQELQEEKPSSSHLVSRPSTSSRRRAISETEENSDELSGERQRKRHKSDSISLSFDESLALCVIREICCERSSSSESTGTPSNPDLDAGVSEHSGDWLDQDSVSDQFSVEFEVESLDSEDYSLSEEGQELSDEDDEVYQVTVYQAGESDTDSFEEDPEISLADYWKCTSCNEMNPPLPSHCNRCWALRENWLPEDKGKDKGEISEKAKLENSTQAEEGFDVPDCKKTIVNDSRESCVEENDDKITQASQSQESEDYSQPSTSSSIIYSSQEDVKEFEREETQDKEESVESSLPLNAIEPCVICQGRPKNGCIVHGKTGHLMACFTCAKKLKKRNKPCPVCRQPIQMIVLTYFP
#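 System: stable MDM2–luciferase fusion reporter cells / Input: 2000 cells seeded into each well / Schedule: 4 h settle plus 2 h compound, 37 °C / Compound: single-point 5 µM / Buffer or medium: cells held in DMEM / Benchmarks: control and blank well means / Evaluation: percent signal gain over controls, blank-subtracted / Measured by: luciferase luminescence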
# TbHK1 inh: T. brucei hexokinase 1 inhibition; inhibition, % at 10 µM; 220,000 tested, 0.11% active; recombinant TbHK1, G6PDH-coupled NADH A340;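 active = inhibition of 50% or more in the single-dose primary screen; inactive = inhibition below 50%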
# EBV gp42 inh: inhibitors of Epstein-Barr virus glycoprotein 42. Q1HVG2. Fluorescence polarization binding assay, mP read-out. inhibition, % (tested at 21.74 µM). 220,000 tested, 0.42% active. AID 1085; in the data active = inhibition above about 50%
# Target sequence (Q1HVG2 whole entry, looked up): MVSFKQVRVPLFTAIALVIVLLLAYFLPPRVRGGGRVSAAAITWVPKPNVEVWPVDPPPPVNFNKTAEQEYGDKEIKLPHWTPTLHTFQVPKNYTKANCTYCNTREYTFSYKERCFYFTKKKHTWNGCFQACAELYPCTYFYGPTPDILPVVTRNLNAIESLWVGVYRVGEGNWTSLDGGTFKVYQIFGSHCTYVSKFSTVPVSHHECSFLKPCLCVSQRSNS
# Hck-Nef inh: inhibitors of human Hck kinase activated by Nef. P08631. Recombinant Hck-YEEI plus Nef, Z-Lyte FRET kinase assay. inhibition, % at 20 µM. 220,000 tested, 0.68% active;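 active = Hck-Nef kinase inhibition above about 50%, limit read from the data; inactive = inhibition below that limit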;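 also: 0% = DMSO with Hck plus Nef and 100% = Hck alone without Nef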
# p47phox inh: p47phox (human) inhibition. p47phox/p22phox peptide binding, fluorescence polarization, 2 h. P14598. 220,000 tested, 0.53% active. inhibition, % at 24.7 µM. AID 1274;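 active = inhibition above about 30%, limit read from the data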;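 also: 0% = p47phox with labelled peptide and 100% = labelled peptide alone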
# Runt-CBFb FRET: blocks binding of human RUNX1 Runt domain to CBFb. inhibition, % at 20 µM. Cerulean-Runt/Venus-CBFb FRET ratio 530/480, 1 h. Q01196+Q13951. 220,000 tested, 0.46% active;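 active = inhibition over about 50% at 20 µM in the single-dose screen, limit read from the data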;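 also: 0% = DMSO wells and 100% = excess unlabeled CBFb competitor control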
#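 System: Cerulean-labeled Runt domain protein | Quantity: 100 nM of each labeled protein | Schedule: 1 h compound exposure, room temperature | Detection: Fluorescence energy transfer, 422 nm excitation, 530/480 nm emission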
# Runt-SMMHC FRET: inhibitors of human RUNX1 Runt domain binding to CBFb-SMMHC | Cerulean-Runt/Venus-CBFb-SMMHC FRET ratio 530/480, 1 h | 220,000 tested, 0.74% active | AID 1434 | Q01196+Q13951 | inhibition, % at 20 µM;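 active = mean inhibition across duplicate retests at 20 µM reaching about 50%, limit read from the data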;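 also: 0% = DMSO wells and 100% = wells with excess untagged CBFb-SMMHC; inhibitors lower the FRET ratio by blocking Runt binding to CBFb-SMMHC; some results filed as inactive read as strong as hits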
# 14-3-3 Bad inh: disrupts binding of bovine 14-3-3 zeta to phospho-Bad peptide; 220,000 tested, 0.71% active; P63103; inhibition, % at 21.7 µM; TR-FRET 14-3-3zeta/Dy647-pBad peptide displacement, 1 h;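 active = inhibition above about 70%, limit read from the data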;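 also: 0% = full 14-3-3 plus peptide FRET controls and 100% = background without 14-3-3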
# Target sequence (P63103 whole entry, looked up): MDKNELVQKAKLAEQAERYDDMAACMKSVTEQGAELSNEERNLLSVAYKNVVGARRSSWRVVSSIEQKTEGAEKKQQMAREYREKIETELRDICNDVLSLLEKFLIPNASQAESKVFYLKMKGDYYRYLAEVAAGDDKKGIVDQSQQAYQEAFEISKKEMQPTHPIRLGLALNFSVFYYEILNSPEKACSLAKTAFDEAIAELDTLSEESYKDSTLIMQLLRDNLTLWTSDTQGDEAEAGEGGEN
# An asterisk follows results filed as active; · = no result given; [ ] = remark or other dose.
SMILES,zVAD death inh,MDM2 E3 inh,TbHK1 inh,EBV gp42 inh,Hck-Nef inh,p47phox inh,Runt-CBFb FRET,Runt-SMMHC FRET,14-3-3 Bad inh
COCc1ccc(CN2CCc3c([nH]c4ccccc34)C2C(C)(C)C)o1 (stereo not given),-1.1,6,7,-7,27,-4,2,9,-4
CC(/C=N/N1CCN(c2ccccn2)CC1)=C\c1ccccc1,0.0,-14,-5,-3,0,-7,0,-1,5[fluorescence artefact?]
O=C(O)Cc1ccc(NC(=O)c2ccc(Cl)c(Cl)c2)cc1,1.9,-8,-4,1,5,3,0,-1,0
Cc1ccc(C)c(CSc2nc3ccncc3n2CC(=O)Nc2ccc(C)c(C)c2)c1,·,·,-1,5,-8,20,2,2,10
COc1ccc(C)cc1-n1c(SCC(=O)Nc2cc(C)on2)nc2sc(C)c(C)c2c1=O,0.0,-7,-18,-12,2,-100,-2,-2,-23[fluorescence artefact?]
O=C(N/N=C/c1ccc([N+](=O)[O-])cc1)c1ccc(COc2ccccc2-c2ccccc2)cc1,29,-3,-13,-16,29,-6,1,2,-4
O=C(Cc1ccc(S(=O)(=O)N2CCCCC2)s1)Nc1ccc(F)c(F)c1,2.8,18,3,6,5,-24,-1,3,8
O=C(CN1CCC(C(O)(c2ccccc2)c2ccccc2)CC1)Nc1cc(Cl)ccc1Cl,0.6,-21,-9,-5,-2,-12,0,-2,15[fluorescence artefact?]
COCCNC(=O)C1CCCN(S(=O)(=O)c2c(C)noc2/C=C/c2cccs2)C1 (stereo not given),-0.1,3,-49,-3,14,-3,0,0,8
CCOP(=O)(OCC)C(Nc1ccccc1)c1ccccc1C(F)(F)F (stereo not given),-0.3,-9,-5,-21,16,-12,-4,0,-5
Cn1c(C(=O)NCCc2ccccc2)cc(=O)n(C)c1=O,-1.3,1,11,6,-24,3,·,-3,0
COC(=O)C1CCN(C(=O)c2cc(OC)c(OC)c(OC)c2)CC1,-0.2,-14,5,-15,0,-6,0,2,6[fluorescence artefact?]
Cc1sc2nc(CN3CCCC3)nc(N3CCN(S(=O)(=O)c4cccs4)CC3)c2c1C,-0.2,-14,5,-25,7,-46,-10,-7,·
CCN(CC)C(=O)c1sc2nc(Cc3ccccc3)[nH]c(=O)c2c1C,1.3,-12,-5,-13,0,-22,-1,-1,-2
O=C(Cc1ccc([N+](=O)[O-])cc1)Nc1ccc(Cl)cc1,1.4,-11,-6,-12,22,77*,3,-7,-2
CCCCc1ncc(CN2CCN(Cc3ccc(C)cc3)C(CCO)C2)[nH]1 (stereo not given),0.8,-4,3,-14,7,2,2,-6,-5
CC(C)NS(=O)(=O)c1ccc(NC(=S)NC(=O)c2cccc([N+](=O)[O-])c2)cc1,0.9,-2,26,-10,-2,-20,4,-3,-25
CN(C(=O)CSc1nnc(-c2n[nH]c3ccccc23)o1)c1ccccc1,14,-17,-3,-5,8,-1,-1,-2,-14
CC(C)C(NC(=O)OCc1ccccc1)C(=O)OCC(=O)NC1CC1 (stereo not given),1.6,-13,2,1,-6,-3,1,2,0
CCc1nnc(NC(=O)c2c(C)nn(-c3ccccc3)c2Cl)s1,0.0,-10,-1,-24,-2,-11,-2,-1,-13
COCC(C)NCc1ccc(OC)c(Br)c1 (stereo not given),0.7,-3,-2,0,-5,1,1,-3,34
C#CCOCCOCCOCCNc1nc(N2CCN(C(=O)[C@H](CCCCN)n3cc([C@@H](N)CO)nn3)CC2)nc(N2CCN(C(=O)[C@H](Cc3cc4ccccc4[nH]3)n3cc([C@@H](N)CC(C)C)nn3)CC2)n1,0.0,·,-4,0,-2,·,1,1,33
Nc1nc(NC(=O)c2ccccc2)nn1-c1ccccc1,·,-10,-5,-6,2,-4,0,3,7
CNC(=S)Nc1ccc(OC(F)(F)F)cc1,-0.5,-4,-1,-11,-7,-9,0,-1,-7
CC1Cc2ccccc2N1CC(=O)NC(=O)NC(C)(C)C (stereo not given),-0.1,-3,-9,5,7,-14,-2,1,-1

# Quoted at random: 3 records from the list
SMILES,zVAD death inh,MDM2 E3 inh,TbHK1 inh,EBV gp42 inh,Hck-Nef inh,p47phox inh,Runt-CBFb FRET,Runt-SMMHC FRET,14-3-3 Bad inh
CC(C)NS(=O)(=O)c1ccc(NC(=S)NC(=O)c2cccc([N+](=O)[O-])c2)cc1,0.9,-2,26,-10,-2,-20,4,-3,-25
O=C(O)Cc1ccc(NC(=O)c2ccc(Cl)c(Cl)c2)cc1,1.9,-8,-4,1,5,3,0,-1,0
CNC(=S)Nc1ccc(OC(F)(F)F)cc1,-0.5,-4,-1,-11,-7,-9,0,-1,-7

# The results go on.
SMILES,zVAD death inh,MDM2 E3 inh,TbHK1 inh,EBV gp42 inh,Hck-Nef inh,p47phox inh,Runt-CBFb FRET,Runt-SMMHC FRET,14-3-3 Bad inh
O=C1CCc2cc(S(=O)(=O)N3CCC(C(=O)NCCC4=CCCCC4)CC3)ccc2N1,1.3,-20,4,-11,0,-14,1,-4,3
CC(=O)N1CCC2(CC1)C(C#N)=C(N)Oc1n[nH]c(C)c12,3.0,0,0,-10,-10,-9,1,3,-5
O=C(c1ccc(F)cc1)N1CCC(N2CCOCC2)CC1,0.1,-15,6,-8,0,-6,-1,1,40[fluorescence artefact?]
CCCNC(=O)c1cc2ccccc2c(=O)o1,-0.6,-4,-17,-18,3,-8,-1,6,5[fluorescence artefact?]
O=S(=O)(c1cccc(Cl)c1Cl)N1CCN(C(=S)NCCCN2CCOCC2)CC1,-0.1,-1,-3,-13,21,-5,-1,2,10
CCC(=O)N1CCN(c2ccc(NC(=S)NC(=O)C(C)C)cc2)CC1,-0.2,7,-1,-3,15,·,1,2,-5
O=C1c2ccncc2C(=O)N1CNc1ccc(Cl)cc1,-2.1,-10,-1,4,16,-6,0,0,-9
CCOC(=O)Cc1nnc(-c2ccccc2)o1,2.7,-13,1,-7,16,-2,1,1,-9
CCOC(=O)c1c(C)[nH]c(C2=NNC(=NC3CC3)SC2)c1C,12,-68,-10,-10,32,-14,11,17,-24
CCc1nc(C#N)c(N2CCOCC2)o1,0.5,-14,-3,2,2,7,2,1,-6[fluorescence artefact?]
CN1CCN(CC#CC(C)(O)C2CC3C=CC2C3)CC1 (stereo not given),1.1,-6,-3,-4,-3,-6,-1,1,43
CCOC(=O)c1cccc(NC(=O)CSc2nnc(CNc3ccc(C)cc3)n2CC)c1,1.1,-5,3,-3,6,-8,-4,2,-26
CCOC(=O)c1nn(-c2ccccc2C)c2nc(Nc3ccccc3)cc(=O)n12,-0.6,3,-2,-10,2,-2,-9,-1,-6
O=C(CCCN1C(=O)c2ccccc2C1=O)NCCC1=CCCCC1,0.2,-11,2,-17,0,-17,0,0,-10
O=C(Nc1ccccc1[N+](=O)[O-])c1cccnc1Cl,0.5,6,-6,3,-3,0,-2,-1,-10[fluorescence artefact?]
Cc1[nH]c2c(Cl)cccc2c1CCNC(=O)C1CCCCC1C(=O)OCC(F)(F)F (stereo not given),2.0,-8,4,2,0,-9,-2,-1,-4
Cc1ccc(S(=O)(=O)N2CCC(=O)N(C(COCc3ccc(Cl)c(Cl)c3)Cc3ccccc3)CC2)cc1 (stereo not given),7.2,·,4,-10,-2,-3,0,0,4
COCc1nc2ccccc2n1CCOc1ccccc1OC,-0.2,-9,4,-2,0,-5,2,-5,3
COc1ccc(NC(=O)N2CCc3ccccc32)cc1,-0.5,-38,1,0,3,-4,0,-1,-12
COc1cc(C(=O)NCCC(=O)NCCCN2CCCCC2)cc(OC)c1OC,1.8,-13,1,-3,-1,-19,2,-1,-3
CCCc1nn(C(=O)c2ccccc2)c2c1C(=O)CC(C)(C)C2,-0.7,-8,-9,-16,-2,-1,1,-2,3
CN(c1ccccc1C(=O)O)S(=O)(=O)c1ccc2c3c(cccc13)C(=O)N2,1.2,20,-13,6,8,-13,3,6,4
O=C(NCCCN1CCC(Cc2ccccc2)CC1)C1CCN(S(=O)(=O)N2CCOCC2)CC1,-0.3,-15,3,6,-2,-17,-1,-1,2[fluorescence artefact?]
CCOc1ccccc1NC1=CC(=O)CC(c2ccccc2)C1 (stereo not given),0.6,-4,-10,-10,2,-5,-2,-8,-4
CC(C)(C)N(NC(=O)Nc1ccc(Cl)cc1)C(=O)c1ccccc1,0.5,-3,-1,8,-1,-8,-4,-9,-14

# The list continues.
SMILES,zVAD death inh,MDM2 E3 inh,TbHK1 inh,EBV gp42 inh,Hck-Nef inh,p47phox inh,Runt-CBFb FRET,Runt-SMMHC FRET,14-3-3 Bad inh
COC(=O)N/N=C/c1ccc(-c2ccc(Cl)c(Cl)c2)o1,5.3,-12,-29,5,1,-18,-2,-3,-2
Cc1[nH]c2ccccc2c1CCNC(=O)c1c(N)no[n+]1[O-],-0.3,-3,2,-6,-4,-12,-1,-2,-4
O=C(CCc1ccccc1)N/N=C/c1cccc(O)c1,1.3,-6,10,3,26,4,-1,-1,-6
Cc1ccc(S(=O)(=O)c2c(N)n(CCN3CCOCC3)c3nc4ccccc4nc23)cc1C,-0.2,-8,-6,16,9,-4,10,0,39
CCc1nnc(NC(=O)C2CCN(S(=O)(=O)c3ccc(C)cc3)CC2)s1,1.4,-8,2,4,20,2,0,3,-3
O=C(OC1CCOC1=O)c1ccc(N2CCCC2)c([N+](=O)[O-])c1 (stereo not given),2.5,-9,-10,-3,20,1,2,1,-9
COc1ccc(CNc2ccc(S(N)(=O)=O)cc2)cc1,1.0,-9,-2,-6,2,-10,1,-1,8[fluorescence artefact?]
CCCC(c1nnnn1CCC(C)C)N1CCC(C(N)=O)CC1 (stereo not given),0.2,-12,5,-4,0,-9,-2,-2,-1
COc1ccc(C(CNC(=S)NCc2ccccc2)N2CCCC2)cc1 (stereo not given),-0.3,-6,10,-5,-26,-6,1,3,-5
O=C(CSc1nc(C2CC2)nc2ccccc12)N1CCc2ccccc2C1,9.8,23,-6,-8,1,-5,-5,-2,4
CC(CN(C)Cc1ccccc1)OC(=O)c1cccc(F)c1 (stereo not given),0.4,13,-1,-11,2,3,-2,-2,-4[fluorescence artefact?]
CCCc1n[nH]c2c1/C(=N\OCC)CC(C)(C)C2,1.1,-5,-3,-9,10,-11,0,-2,-3
CCC(=O)N1CCc2cc(S(=O)(=O)NCCCOC)ccc21,-0.4,-21,-2,-9,1,-17,1,0,0
CSCCC(NC(=O)c1cc([N+](=O)[O-])ccc1Cl)C(=O)O (stereo not given),0.2,-2,6,-17,4,5,0,-5,20[fluorescence artefact?]
COc1ccc(NC(C)=O)c(C)c1,1.0,-12,-4,0,10,-10,-2,-2,12
COc1ccc(-c2cn3c(C)c(C(=O)Nc4cccc(C)n4)sc3n2)cc1,-0.2,-10,-24,-14,10,-22,8,10,-11
Cc1ccc(CC(=O)NC2CCSC2=O)cc1 (stereo not given),16,-10,-3,-8,26,-7,-2,-2,-6
COc1cc(CNCCc2ccccc2)ccc1OCC(=O)NC(C)(C)C,-0.1,-13,0,-27,-2,-19,0,-3,5

# 4 neighbouring entries from above:
SMILES,zVAD death inh,MDM2 E3 inh,TbHK1 inh,EBV gp42 inh,Hck-Nef inh,p47phox inh,Runt-CBFb FRET,Runt-SMMHC FRET,14-3-3 Bad inh
COc1ccc(NC(C)=O)c(C)c1,1.0,-12,-4,0,10,-10,-2,-2,12
COc1ccc(-c2cn3c(C)c(C(=O)Nc4cccc(C)n4)sc3n2)cc1,-0.2,-10,-24,-14,10,-22,8,10,-11
Cc1ccc(CC(=O)NC2CCSC2=O)cc1 (stereo not given),16,-10,-3,-8,26,-7,-2,-2,-6
COc1cc(CNCCc2ccccc2)ccc1OCC(=O)NC(C)(C)C,-0.1,-13,0,-27,-2,-19,0,-3,5
